High-throughput results from PubChem BioAssay.
DENV2 CPE rescue: DENV2-induced cell death inhibition; DENV2-infected cells, cytopathic effect rescue, plate reader; CPE inhibition, % at 9.99 µM; 1.7% of 350,000 active; in the data active means CPE inhibition above about 20%, passing the limit was not always enough; inconclusive means no clear call, values can overlap the other calls; tested in BHK-21 cells;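 further: 0% = median of neutral control wells and 100% = median of positive control wells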
F508del corr: CFTR F508del correction in bronchial cells. CFBE cells, YFP halide quenching; stimulated with forskolin plus potentiator P3; % fluorescence drop versus neutral controls. activity (quench increase), % at 7.58 µM. 0.36% of 350,000 active. AID 720511;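 active means mean added fluorescence quench of at least 8% versus neutral control, with both replicates also reaching 8%; inconclusive means only one of the mean or replicate conditions met; inactive means mean below 8% and not both replicates reaching 8%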;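 further: cells transiently co-express mutant CFTR-F508del with the halide-sensitive YFP; corrector assay measuring rescue of mutant channel to the surface after 24 h compound exposure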
INS-1E GSIS act: GLuc luminescence reporter in INS-1E cells, primary screen for activators of glucose-dependent secretion of insulin; INS-1E GLuc reporter insulin secretion, 2-3 h; activation, % at 16.6 µM; 0.61% of 370,000 active;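 active means lowest replicate activation of at least 40%, so every replicate reaches that level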;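 further: 0% = median of neutral control wells and 100% = median of IBMX positive control wells; some compounds called inactive have numbers as strong as hits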
EWS-Fli block: EWS/Fli transcriptional activity inhibition; inhibition, % at 12.6 µM; A673 NR0B1-luciferase reporter, viability-normalised; 0.67% of 350,000 active; AID 651661;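 active means mean inhibition of at least 50% after viability correction, with every replicate also passing that limit; inconclusive means mean reaches 50% but only one of two replicates passes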;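 further: firefly luciferase signal divided by Alamar Blue viability fluorescence both relative to DMSO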
miR122 inh: inhibitors of miR-122 in Huh7 cells; AID 602342; activation (reporter increase), % at 12.5 µM; 0.3% of 340,000 active; Huh7 miR-122 Renilla luciferase sensor, 48 h; neutral wells = 0, positive control = 100;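 active means mean replicate activation score at least 90 and every replicate individually at or above 90; inconclusive means only one of the two criteria met; inactive means neither criterion met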;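 further: higher luciferase means less miR-122 activity so hits act as miR-122 inhibitors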
FN deposit inh: fibronectin deposition inhibition | AID 743247 | 0.086% of 350,000 active | inhibition, % at 12.6 µM | AH1F fibroblasts, Alexa488-fibronectin deposition fluorescence, overnight;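 active means mean inhibition across replicates of 30% or more, regardless of how many single replicates reach that level; inconclusive means mean under 30% yet at least half of replicates reach 30%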;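 further: positive control wells lacked labelled fibronectin entirely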
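Material: AH1F fibroblasts assembling fluorescent fibronectin matrix; amount: 10000 AH1F cells/well; medium: DMEM, 2% serum; reagent: Alexa488-fibronectin, 24 nM final in well; dosing: single compound dose, delivered by pin transfer; incubation: 1 h adhesion, overnight exposure; detection: fluorescence after three HBSS washes, excitation 485 nm, emission 525 nm; measure: fibronectin deposition inhibition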
PAX8 inh HTS: lowers PAX8-driven luciferase in RMG-I cells | RMG-I TPO-luciferase reporter, SteadyGlo, 24 h | inhibition, % at 12.6 µM | 1.2% of 360,000 active;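 active means mean replicate inhibition at least 60% with every replicate also reaching 60%; inconclusive means only one of the two criteria is met; inactive means mean below 60% and not all replicates reaching 60%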;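 further: luciferase light reporting Pax8 driven TPO promoter activity; plate controls were median of neutral control wells for no effect and mitoxantrone controls for full effect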
An asterisk follows results filed as active; ? = inconclusive; · = no result given; & = joins results of further samples; [ ] = another dose, or the depositor's remark. The order is random. About 3.9% of those tested had a hit in this group.

SMILES	F508del corr	miR122 inh	FN deposit inh	INS-1E GSIS act	DENV2 CPE rescue	PAX8 inh HTS	EWS-Fli block
COc1cccc(CN2CC3(CN(C(=O)Nc4c(C)noc4C)C3)c3c([nH]c4cc(OC)ccc34)[C@H]2CO)c1	-0.1	·	·	3	12	·	21
CC(Sc1nnc2n1CCCCC2)C(=O)Nc1ccccc1[N+](=O)[O-] (centres undefined)	0.1	·	-11	17	-7	7	-6
Cc1cccc(NS(=O)(=O)c2ccc(-c3cnc(C4CC4)o3)cc2)c1C	2.9	55	-4	9	-4	75*	·
COc1ccc(OC)c(C2C(C(=O)c3ccc(C)o3)=C(O)C(=O)N2CCN2CCOCC2)c1 (centres undefined)	0.0	·	-3	9	-8	12	·
COc1ccc2c3c(n(C)c2c1)[C@H](CO)N(S(C)(=O)=O)CC31CCN(C(=O)c2ccccn2)CC1	-3.0	·	-1	7	77*	·	-8
CC1(C2CC2)NC(=O)N(CC(=O)N2CCN(S(=O)(=O)c3ccc(F)c(F)c3)CC2)C1=O (centres undefined)	-2.1	·	3	·	-9	-4	-5
CC(=O)N1CCOc2ccc(S(=O)(=O)N3CCN(c4cc(C)ccc4C)CC3)cc21	-1.5	·	21	4	4	-4	0
CC(C)N1C(=O)[C@@]2(Cc3ccccc31)c1ccccc1C(=O)N(Cc1ccccc1Cl)[C@H]2c1ccc(CO)cc1	0.6	·	·	·	-11	5	-5

Four compounds already listed, sorted by the number in F508del corr, falling:
canonical_smiles	F508del corr	miR122 inh	INS-1E GSIS act
CC(Sc1nnc2n1CCCCC2)C(=O)Nc1ccccc1[N+](=O)[O-] (centres undefined)	0.1	·	17
COc1cccc(CN2CC3(CN(C(=O)Nc4c(C)noc4C)C3)c3c([nH]c4cc(OC)ccc34)[C@H]2CO)c1	-0.1	·	3
CC1(C2CC2)NC(=O)N(CC(=O)N2CCN(S(=O)(=O)c3ccc(F)c(F)c3)CC2)C1=O (centres undefined)	-2.1	·	·
COc1ccc2c3c(n(C)c2c1)[C@H](CO)N(S(C)(=O)=O)CC31CCN(C(=O)c2ccccn2)CC1	-3.0	·	7

Next records
SMILES	F508del corr	miR122 inh	FN deposit inh	INS-1E GSIS act	DENV2 CPE rescue	PAX8 inh HTS	EWS-Fli block
CN(C)S(=O)(=O)N1CCC(CO)(CCc2ccccc2)CC1	-0.4	·	-9	-1	-1	-3	12
COc1ccc(CC(=O)N2CCc3cc(OC)c(OC)cc3C2O)cc1OC (centres undefined)	-2.9	-9	5	11	0	-20	-2
CCCCOCC1CN(CCCC)S(=O)(=O)c2c(Oc3ccc(C)cc3)cccc2O1 (centres undefined)	-0.5	·	-1	27	6	3	11
N#C[C@H]1[C@@H](c2ccc(C3=CCCC3)cc2)[C@@H](CO)N1C(=O)NC1CCCCC1	-1.6	·	4	-13	?	·	-7
O=C(NC(=S)Nc1ccc(Cl)cc1)c1ccccc1	1.7	·	5	-5	7	-196	-89
CC(=O)C[C@H]1c2cc(C(F)(F)F)ccc2S(=O)(=O)N1C1CCCCC1	-3.0	118*	1	-24	-11	6	9
CC(C(=O)NC1CC1)c1ncc(C(F)(F)F)cc1Cl (centres undefined)	-2.5	·	2	-5	-2	-6	-2
COc1ccccc1S(=O)(=O)N(C)C[C@H]1Oc2cc(C#CCC(C)C)ccc2S(=O)(=O)N([C@H](C)CO)C[C@@H]1C	-0.3	21[16.7 µM]	·	12	3	·	19

Three entries picked at random from the list so far:
SMILES	F508del corr	miR122 inh	FN deposit inh	INS-1E GSIS act	DENV2 CPE rescue	PAX8 inh HTS	EWS-Fli block
CC(C)N1C(=O)[C@@]2(Cc3ccccc31)c1ccccc1C(=O)N(Cc1ccccc1Cl)[C@H]2c1ccc(CO)cc1	0.6	·	·	·	-11	5	-5
COc1ccc(OC)c(C2C(C(=O)c3ccc(C)o3)=C(O)C(=O)N2CCN2CCOCC2)c1 (centres undefined)	0.0	·	-3	9	-8	12	·
COc1ccc(CC(=O)N2CCc3cc(OC)c(OC)cc3C2O)cc1OC (centres undefined)	-2.9	-9	5	11	0	-20	-2

New compounds follow:
SMILES	F508del corr	miR122 inh	FN deposit inh	INS-1E GSIS act	DENV2 CPE rescue	PAX8 inh HTS	EWS-Fli block
C[C@@H]1CN([C@@H](C)CO)C(=O)c2cc(NC(=O)Cc3ccccc3)ccc2O[C@@H](C)CCCCO[C@@H]1CN(C)C(=O)NC1CCCCC1	1.7	18[16.7 µM]	·	-27	·	·	-4
O=S(=O)(NCCOc1ccccc1F)c1ccc(Cl)cc1F	-0.4	·	12	-14	-1	-8	-1
O=C(CCN1CCN(C/C=C/c2ccccc2)CC1)Nc1ccc(Cl)cc1	·	·	0	-17	12	-16	-3
Cc1cccc(NC(=O)NCC(c2ccc(F)cc2)N2CCN(C)CC2)c1 (centres undefined)	3.0	0	4	10	-2	-28	-27
O=C(NNC(=S)Nc1ccc(OC(F)F)cc1)c1cc2c(s1)CCCC2	·	·	1	-5	·	0	·
COc1ccc(CCN(C)C(=O)CCNC(=O)c2ccc(Br)cc2)cc1OC	1.6	·	-1	26	3	-6	·
CC(OC(=O)c1cccn1C)C(=O)Nc1ccc2c(c1)OCO2 (centres undefined)	1.4	-6	-1	10	-1	-9	0
COc1cccc(C(=O)NNC(=O)C(=O)Nc2ccc(OC)cc2OC)c1	0.3	1	-6	25	6	-109	4
CC(=O)N(CCCN1CCOCC1)Cc1ccncc1	·	9	-11	·	·	-3	·
CCC(=O)N1CC2(C1)[C@@H](c1ccc(-c3ccc(C#N)cc3)cc1)[C@@H](CO)N2C(C)=O	0.5	·	·	0	4	·	-7
COc1ccc(C2CC(=O)N3CN(c4ccc(C)c(Cl)c4)CSC3=C2C#N)cc1 (centres undefined)	-3.6	-2	-6	·	-4	-32	-22
COc1ccc2c3c(n(C)c2c1)[C@@H](CO)N(CC1CCOCC1)CC31CN(Cc2nccs2)C1	3.3	·	9	-14	?	15	-14
COc1ccc(S(=O)(=O)N(C)C[C@H]2Oc3c(NS(=O)(=O)c4ccccc4)cccc3C(=O)N([C@H](C)CO)C[C@@H]2C)cc1	-1.6	3[16.7 µM]	·	-4	9	7	7
O=C(N/N=C/c1cccc(Oc2ccccc2)c1)c1cccc(O)c1	-3.7	4	·	22	-11	-31	·
CCCC(=O)Nc1ccc2c(c1)C(=O)N(C)[C@H]1CC[C@H](CC(=O)Nc3cccc(C)c3)O[C@@H]1CO2	-0.6	17[16.7 µM]	-11	0	3	20	-2
Cc1cc(NC(=O)COc2ccc3ccccc3c2Br)no1	-2.0	1	-9	7	6	-47	-18
O=C(Cc1ccccc1Cl)N1CCN(c2ccccn2)CC1	-0.2	-5	4	-3	4	2	0
Cc1ccccc1CC(=O)NCCN1CCOCC1	-0.4	-3	4	-13	6	19	13
CN(CC(=O)NC1CCCCCCC1)S(=O)(=O)c1cccc2cccnc12	1.4	4	-18	-7	-5	7	4
Cc1cc(Nc2ccc(Br)cc2F)n2ncnc2n1	-0.8	1	7	6	-4	-7	-2
COc1ccc(N2C(=NC(=O)C3CCCO3)SC3CS(=O)(=O)CC32)cc1 (centres undefined)	1.2	-5	1	12	1	3	6
O=C(Cn1ncc2c(=O)oc3ccccc3c21)NCCN1CCN(c2ccccc2F)CC1	-0.3	0	2	11	4	4	-5
COc1ccc(/C(=C/Nc2cccc(Br)c2)C(C)=O)cc1OC	-1.8	·	1	13	-4	14	6
C[C@H]1CN([C@@H](C)CO)C(=O)c2cc(-c3cccc(F)c3)cnc2O[C@@H]1CN(C)CC1CCCC1	-0.8	-4[16.7 µM]	3	7	-7	-17	2
CCn1nc(NC(=O)C2CCCO2)c2cc3cccc(C)c3nc21 (centres undefined)	-3.7	-7	2	·	-4	2	-23
CC(=O)NCc1cc(-c2nn(C)c(=O)c3ccccc23)ccc1C	·	-3	4	6	·	12	·
Cc1ccc(OCCCCCCN2CCNCC2)c(Br)c1	-8.6	3	3	55	-25	-38	33
Cn1c(N)c(-c2ccccc2)c2ccc([N+](=O)[O-])cc2c1=O	-0.1	-14	2	16	0	7	-1
Cc1ccc(S(=O)(=O)Oc2ccc(/C=N/N=C3/NC(=O)C(CC(=O)O)S3)cc2)cc1[N+](=O)[O-] (centres undefined)	1.4	-2	-3	0	-7	12	11
COc1ccc(C=O)cc1Cn1ccnc1	-2.4	·	-4	-7	4	-1	3
C[C@@H]1CN([C@H](C)CO)C(=O)Cc2cc(NS(=O)(=O)c3ccc(Cl)cc3)ccc2O[C@H]1CN(C)Cc1ccc(-c2ccccc2)cc1	2.6	-6[16.7 µM]	·	-8	·	5	-6
O=P(Nc1ccccc1)(Nc1ccccc1)c1ccccc1	1.5	25	3	-7	-4	-9	3
COc1ccc(CNC(=O)C(=O)NCC2OCCCN2S(=O)(=O)c2cccs2)cc1 (centres undefined)	-2.0	0	·	-15	-5	6	-5
C/C(=N\NC(=O)COc1ccc(C)cc1[N+](=O)[O-])c1ccc2c(c1)OCCO2	1.2	-3	2	20	-6	·	-15
CCOC(=O)CSc1ccc2ccccc2n1	0.4	·	·	9	-1	-16	-18
O=C(CSCc1ccc(Cl)cc1)NCC1CCCO1 (centres undefined)	·	20	-9	-5	·	-11	·
c1cncc(-c2ccc(C3[C@H]4CNC[C@@H]3N4Cc3ccc4c(c3)OCO4)cc2)c1 (some centres undefined)	-3.8&-2.4	·	-5&6	3&-2	7&4	-17&13	-4&2
CSc1nnc(NC(=O)c2cccc(S(=O)(=O)N3CCOCC3)c2)s1	0.4	0	·	39	-2	-17	3
CC1CC(C)CN(CC(O)COCc2ccccc2)C1 (centres undefined)	-0.5	2	8	-3	1	10	-2
Cc1ccc(NC(=O)C2CCN(C(=O)c3ccco3)CC2)cc1C	-0.1	-2	0	-2	1	-14	-3
COC(=O)c1ccc(CNC(=O)C2CCC(=O)N(CCc3ccccn3)C2)cc1 (centres undefined)	2.2	-2	3	-1	8	15	-5
Cc1ccc(S(=O)(=O)N(CC(O)CN2CCCCC2)c2ccccc2)cc1 (centres undefined)	2.2	5	0	·	?	-5	0
N#Cc1ccc(S(=O)(=O)N2CCCCC2c2cc(C(=O)N3CCOCC3)no2)cc1 (centres undefined)	1.4	-4	3	4	-6	-7	-1

Copied from the list:
F508del corr with COc1ccccc1S(=O)(=O)N(C)C[C@H]1Oc2cc(C#CCC(C)C)ccc2S(=O)(=O)N([C@H](C)CO)C[C@@H]1C is entered as -0.3
EWS-Fli block with Cc1ccc(NC(=O)C2CCN(C(=O)c3ccco3)CC2)cc1C is entered as -3
F508del corr with COc1cccc(CN2CC3(CN(C(=O)Nc4c(C)noc4C)C3)c3c([nH]c4cc(OC)ccc34)[C@H]2CO)c1 is entered as -0.1
EWS-Fli block with C/C(=N\NC(=O)COc1ccc(C)cc1[N+](=O)[O-])c1ccc2c(c1)OCCO2 is entered as -15
